SRC3 TRFRET art: TR-FRET detection interference compounds, artefact control for PPARgamma SRC-3 recruitment agonists, biochemical, TR-FRET ratio. 99,000 tested, 0.39% active. TR-FRET artefact counter-screen, PPARgamma/SRC-3 format; hits give high values. TR-FRET ratio at 8 µM; in the data active means TR-FRET ratio above about 2000; further: inactives centre near 1600
SRC1 TRFRET art: TR-FRET detection interference compounds, primary screen, artefact control for PPARgamma SRC-1 recruitment agonists, biochemical, TR-FRET emission ratio; TR-FRET detection artefact counter-screen; hits give high values; TR-FRET ratio at 8 µM; 99,000 tested, 0.34% active; in the data active means TR-FRET ratio above about 2300; further: inactives centre near 1800
Starred values were filed as active, the others as inactive. Some of the compounds tested (hit frequency here may not be typical).

Sample of the layout (5 entries):
SMILES	SRC3 TRFRET art	SRC1 TRFRET art
Cc1cccc(OCC(=O)Nc2ccc3c(C)cc(=O)oc3c2)c1	1532	1690
O=C(Nc1ccc([N+](=O)[O-])cc1)Nc1ccc(OC(F)F)c(Cl)c1	1682	1775
CCOC(=O)c1c(-c2ccc(F)cc2)csc1NC(=O)CCN1C(=O)c2ccccc2C1=O	1733	2148
CC(=O)N(C)c1ccc(NC(=O)c2ccc([N+](=O)[O-])cc2Cl)cc1	1350	1709
NNC(=O)c1nn(-c2ccccc2)cc1O	1473	1767

The list itself, repeating the preview:
SMILES	SRC3 TRFRET art	SRC1 TRFRET art
Cc1cccc(OCC(=O)Nc2ccc3c(C)cc(=O)oc3c2)c1	1532	1690
O=C(Nc1ccc([N+](=O)[O-])cc1)Nc1ccc(OC(F)F)c(Cl)c1	1682	1775
CCOC(=O)c1c(-c2ccc(F)cc2)csc1NC(=O)CCN1C(=O)c2ccccc2C1=O	1733	2148
CC(=O)N(C)c1ccc(NC(=O)c2ccc([N+](=O)[O-])cc2Cl)cc1	1350	1709
NNC(=O)c1nn(-c2ccccc2)cc1O	1473	1767
O=C(N/N=C/c1ccc(N2CCOCC2)cc1)c1cccs1	1597	1684
O=[N+]([O-])c1cccc(Cl)c1N1CCOCC1	1563	1744
CC(Sc1nncs1)C(=O)Nc1ccc(Cl)cn1 (stereo not drawn)	1373	1676
CCOC(=O)C(=O)N=Nc1c(O)n(C)c2ccccc12	1586	1600
CCCNC(=O)COC(=O)/C(C#N)=C/c1cc(C)n(CCC)c1C	1509	1783
CCOCCCNC(=O)Cc1ccc(F)cc1	1497	1784
CCn1c(SCc2cc(=O)n3ccsc3n2)nc2ccccc21	1756	2123
CC(C)CCNC(=O)CCSCCC(=O)NCCC(C)C	1537	1888
Cc1cccc(C)c1NC(=S)N(Cc1cccnc1)Cc1ccccc1Cl	1316	1489
CN(C)S(=O)(=O)c1cccc(NC(=O)CN2C(=O)NC(Cc3c[nH]c4ccccc34)C2=O)c1 (stereo not drawn)	1501	1624
CC(CCn1cccn1)NC(=O)CCc1nnc(CCc2ccccc2)o1 (stereo not drawn)	1519	1633
COC(=O)c1sc(S(=O)(=O)NCCCN(C)C)c(C(=O)OC)c1C	1337	1992
CC(C)c1ccc(NC(=O)C(c2ccccc2)N(Cc2ccco2)C(=O)CC2NC(=O)NC2=O)cc1 (stereo not drawn)	1501	1752
COc1ccc(CN2C(=O)C(=O)N(CC(N)=O)C2=O)cc1	1551	1774
Cc1cc(-c2ccccc2)nc(N/N=C/c2cccnc2)n1	1427	1554
CCN(C(=O)CSc1nnc(-c2c[nH]c3ccccc23)o1)C1CCS(=O)(=O)C1 (stereo not drawn)	1564	1757
O=C(C1CC1)N1N=C(C2CCCCC2)CC1(O)C(F)(F)F (stereo not drawn)	1459	1880
CCn1c2ccccc2c2cc(NC(=O)c3ccco3)ccc21	1413	1719
CNC(=O)c1ccsc1NC(=O)c1ccc(S(=O)(=O)N2CCc3ccccc32)cc1	1969	1714
O=C1CCCN1c1ncc(S(=O)(=O)c2ccc([N+](=O)[O-])cc2)s1	1727	1937
Cc1ccc(-n2nnnc2SCC(=O)N2CCc3ccccc3C2)c(C)c1	1816	1995
COc1ccc(Br)cc1CN(C)CC(=O)Nc1ccccc1Cl	1605	1833
C=C1CC(C(=O)N/N=C/c2ccccc2)C1	1461	1454
COc1cc(/C=N/NC(=O)C(=O)NCc2ccco2)ccc1O	1733	2112
S=C1NC(C23CC4CC(CC(C4)C2)C3)=CC(c2ccc3c(c2)OCO3)N1 (stereo not drawn)	1532	1812
CC(C(=O)c1c[nH]c(C(N)=O)c1)c1ncc(C(F)(F)F)cc1Cl (stereo not drawn)	1369	1770
Cc1ccccc1OCCCc1c(C)n[nH]c1C	1640	1672
Cc1ccc(CSCC(=O)N/N=C/c2cccc(OC3CSC3)c2)cc1	1577	2063
COc1cccc(N2CC(C(=O)Nc3nnc(SCC(=O)c4ccccc4)s3)CC2=O)c1 (stereo not drawn)	1530	1921
O=C(Cn1cnc2ccccc21)Nc1cc(C(F)(F)F)ccc1N1CCOCC1	1511	2038
CNC(=O)/C(C#N)=C\c1ccc(CNS(=O)(=O)c2ccc(Cl)cc2)o1	1454	1726
O=C(CCCCn1c(=O)c2ccccc2n(CC(=O)Nc2ccc(F)cc2)c1=O)NCc1ccco1	1584	1624
Cc1cc(C)c(/C=N/n2c(C)cc(C)c(C#N)c2=O)c(C)c1	1554	1832
Cc1nn(C)c(C)c1S(=O)(=O)N(CC(=O)NCCN1CCOCC1)c1ccc(C(C)C)cc1	1741	2079
COCCCNC(=O)c1ccc2c(c1)ncn2-c1ccccc1OC	1469	1618
O=C(NCC1CCCCC1)c1cccc(S(=O)(=O)NCc2cccnc2)c1	1390	1720
CCn1cc(S(=O)(=O)c2ccc(C)cc2)[nH]c1=O	1472	1709
Cc1ccc(N/C(N)=N/c2nc(C)cc(C)n2)cc1	1526	1873
CC(=O)N1CCN(c2ccc([N+](=O)[O-])cc2C#N)CC1	1658	1956
COc1ccc(CNCc2cccc(Cl)c2)cc1	1510	1834
CCOC(=O)CSC1=C(C#N)C(c2ccc(C)o2)CC(=O)N1 (stereo not drawn)	1553	1690
COc1cccc(CNC(=O)CCC2CCCN(c3cc(C)nc(N(C)C)n3)C2)c1 (stereo not drawn)	1714	1578
COc1ccc(CCN2C(=O)CS/C2=N/NC(=O)c2ccccc2F)cc1OC	1727	1925
CC(Sc1nc2cc([N+](=O)[O-])ccc2n1-c1ccc(F)cc1)C(=O)NCc1ccc2c(c1)OCO2 (stereo not drawn)	1591	1847
O=C(/C=C/c1cccs1)N1CCN(Cc2ccc3c(c2)OCO3)CC1	1417	1593
Cc1ccc(OCC(=O)NNC(=O)CSc2nnc(-c3ccc(C)cc3)n2C)cc1	1509	1828
CCN(C(=O)CSc1ncccc1C(=O)Oc1cccc([N+](=O)[O-])c1)c1cccc(C)c1	1792	1825
CCO[C@@H]1OC(C(=O)NCc2nc3ccccc3[nH]2)=C[C@H](c2ccc(C(F)(F)F)cc2)[C@H]1CCCO	1494	1538
CN(Cc1cn(-c2ccccc2)nc1-c1ccc2c(c1)OCO2)Cc1nccn1C	1428	1516
C[C@H]1COc2c(C3(N)CC3)c(F)cc3c(=O)c(C(=O)O)cn1c23	1332	1728
CC1(C)C/C(=N\NC(=S)Nc2ccccc2F)c2cc(O)ccc2O1	1433	1824
O=C(CC(=O)N/N=C/c1c(F)cccc1Cl)NCc1ccccc1	1411	1576
COc1nc(Nc2ccc([N+](=O)[O-])cc2)nc(NC2CCCCC2)n1	1676	1849
Clc1ccc(-c2csc(N/N=C/c3ccc4c(c3)OCO4)n2)cc1	1562	1894
Cc1ccc(C(=O)N2C(=S)C(c3ccc(F)cc3)=NC23CCN(C)CC3)cc1	1500	1761

Exported field by field: entries from further up.
O=C(/C=C/c1cccs1)N1CCN(Cc2ccc3c(c2)OCO3)CC1
  SRC3 TRFRET art: 1417	SRC1 TRFRET art: 1593
COc1nc(Nc2ccc([N+](=O)[O-])cc2)nc(NC2CCCCC2)n1
  SRC3 TRFRET art: 1676	SRC1 TRFRET art: 1849

The list continues:
SMILES	SRC3 TRFRET art	SRC1 TRFRET art
CCCS(=O)(=O)N1CCC(C(=O)NCc2ccc3c(c2)OCO3)CC1	1789	1979
CCOC(=O)C1=C(C)OC(N)=C(C#N)C1c1ccoc1 (stereo not drawn)	1570	2102
CCCc1nc2ccccc2c(C(=O)OCC(=O)Nc2c(C)n(C)n(-c3ccccc3)c2=O)c1CC	1757	1816
COc1ccccc1NC(=S)NC(NC(=O)CC(C)C)C(Cl)(Cl)Cl (stereo not drawn)	1525	1734
COc1ccc(S(=O)(=O)N2CCCCC2)cc1NC(=O)c1ccc(=O)[nH]c1	1581	1808
Cc1nn(-c2ccccc2)c(C)c1/C=N/NC(=O)CSc1nnc(SCc2ccccc2Cl)s1	1302	1622
CCCCC[C@H](O)/C=C/[C@@H]1[C@@H](C/C=C\CCCC(=O)O)[C@H]2CO[C@@H]1C2	1708	1835
CC1(C)NC(=O)N(CC(O)COc2ccccc2[N+](=O)[O-])C1=O (stereo not drawn)	1510	1628
COc1ccc(-c2nnc(SCC(=O)c3ccc[nH]3)n2-c2ccccc2)cc1	1477	1931
Cc1sc2ncnc(SCC(=O)Nc3nc(-c4ccc(F)c(F)c4)cs3)c2c1C	1670	1937
Nc1nnnn1/N=C/C=C/c1ccccc1	1481	1909
CSc1nn(-c2ccc(C(=O)OCC(=O)NC(=O)NC(C)C)cc2)c(=S)s1	1601	1875

A second format for part of the listing above:
Every second line gives: SRC3 TRFRET art	SRC1 TRFRET art
COc1ccccc1NC(=S)NC(NC(=O)CC(C)C)C(Cl)(Cl)Cl (stereo not drawn)
→ 1525	1734
CCCS(=O)(=O)N1CCC(C(=O)NCc2ccc3c(c2)OCO3)CC1
→ 1789	1979

New compounds follow.
SMILES	SRC3 TRFRET art	SRC1 TRFRET art
CCNC(=S)N(Cc1cc2c(C)ccc(C)c2[nH]c1=O)C1CCCC1	1383	1684
CN(C)/C=C/C(=O)c1ccncc1	1663	1915
CN1CCN(c2ccc(NC(=O)c3ccc4c(c3)OCCO4)cc2Cl)CC1	1580	1796
CCn1cc(/C=C2/SC(=S)NC2=O)c(C)n1	1407	1699
Cc1c(NC(=O)CC2NC(=O)NC2=O)c(=O)n(-c2ccccc2)n1C (stereo not drawn)	1681	1805
CC(=O)N1CCc2cc(S(=O)(=O)NCCC(=O)NCCc3ccc(C)cc3)ccc21	1587	1601
COc1ccc(N2CCN(C(=O)Cn3cnc4c3c(=O)n(C)c(=O)n4C)CC2)cc1	1217	1672
CC1CN(C(=O)Nc2ccc(Br)cc2Cl)CC(C)O1 (stereo not drawn)	1656	1850
O=[N+]([O-])c1ccc(Sc2ccccc2)nc1	1578	2085
CCN(c1ccccc1)S(=O)(=O)c1ccc(C(=O)NCCCn2ccnc2)cc1	1539	1787
Cc1ccc(C(=O)C(c2ccccc2)N2Cc3ccccc3C2=N)cc1 (stereo not drawn)	1498	1599
Cc1onc(-c2ccccc2)c1C(=O)Nc1nnc(N2CCCCCC2)s1	1689	1887
COc1ccc(/C(C)=N/Nc2cccc(C(=O)O)c2)cc1OC	1623	1715
Cn1c(N)c(C(=O)COC(=O)c2cc(-c3ccco3)nc3ccccc23)c(=O)n(Cc2ccccc2)c1=O	1657	1595
CC(C)O/N=C1\C(=O)N(c2ccccc2)c2ccccc21	1797	2023
CC(C)(C)c1ccc(-c2nn(CCC#N)cc2/C=N/O)cc1	1437	1419
CCOC(=O)Cc1csc(NC(=O)c2sc3nc4cc(C)ccc4cc3c2N)n1	1933	2196
CCCC12C(=O)C(C)(C(c3ccccc3)=C1c1ccccc1)C1C(=O)N(c3ccc(C)cc3)C(=O)C12 (stereo not drawn)	1361	1626
CCOc1ccc(NC(=O)Cc2ccccc2)c([N+](=O)[O-])c1	1624	1952
Cc1ccc(S(=O)(=O)N2CCCCC2)cc1NC(=O)CSc1nncn1-c1ccccc1	1607	1914
O=C(c1ccccc1)N1CCN(c2ncnc3c(-c4ccccc4)nsc23)CC1	1518	2028
COc1cccc(CNCCc2c[nH]c3ccccc23)c1OCc1ccccc1	1315	1490
Cc1ccc2c(c1)C(O)(CC(=O)c1cccc(-n3cccc3)c1)C(=O)N2 (stereo not drawn)	1472	1819
COc1ccc(Cc2nnc(NC(=O)c3ccccc3[N+](=O)[O-])s2)cc1	1613	1739
CN(C(=O)Cc1c[nH]c2ccccc12)C(C(=O)Nc1ccc2c(c1)OCO2)c1ccccc1 (stereo not drawn)	1679	1852
COc1cc(-c2nnc(CSc3nnc(N)s3)o2)cc(OC)c1OC	1547	1633
CCOc1ccc(-n2c(SCC)nc3c(c2=O)SCC3)cc1	1431	1852
CCOC(=O)c1cc(-c2ccccc2)sc1NC(=O)COC(=O)c1cccc(S(N)(=O)=O)c1	1544	1704
CCOc1ccc(C(=O)NCCC2=CCCCC2)cc1OCC	1555	1743
Cc1ccc2cccc(OCC(=O)N3CCc4ccccc43)c2n1	1477	1751
CCCCn1c(SCC(=O)N(CC)C2CCS(=O)(=O)C2)nnc1C(CC)N(C)C (stereo not drawn)	1575	1933
COc1ccccc1-c1csc(NC(=O)c2cc(-c3cccs3)nc3ccccc23)n1	1539	1927
Cc1ccc(S(=O)(=O)NCC(=O)NCC(=O)OCC(=O)N2CC(=O)Nc3ccccc32)cc1C	1485	1656
CCCNC(=O)Nc1cc(OCC)c(N2CCOCC2)cc1OCC	1845	1761
O=C(OC1C2CCC1C1CN(CCc3ccccc3)CC12)c1ccccc1 (stereo not drawn)	1696	1689
COc1ccc(N=Cc2c(C)[nH][nH]c2=O)cc1	1729	1909
CC1CCCC/C1=N\NC(=S)Nc1ccccc1 (stereo not drawn)	1647	1691
CNc1ccncc1S(=O)(=O)NC	1526	1853
COc1ccc(C2OC[C@H]3O[C@H](O)[C@H](NC(C)=O)[C@@H](O)[C@@H]3O2)cc1 (stereo partly drawn)	1552	1888
COc1ccc(C(C(=O)NC2CCCCC2)N(C(=O)Cc2c[nH]c3ccccc23)c2ccccc2)cc1OC (stereo not drawn)	1491	1763
O=C(CSc1cccc2cccc(Cl)c12)NC1=NCCS1	1635	1875
CN1CCC(N(C)C(=O)CNC(=O)c2ccc(C(C)(C)C)cc2)CC1	1568	1780
O=C(CCc1ccccc1)N1CCN(c2ccccc2F)CC1	1639	1935
CC(C)CC(=O)Nc1cccc(NC(=O)c2ccccc2Cl)c1	1752	1524

Compound activity deposited in PubChem BioAssay by The Scripps Research Institute Molecular Screening Center.
